MPTP inh: mitochondrial permeability transition pore inhibitors, primary screen, biochemical, isolated mouse mitochondria, absorbance; Ca2+ swelling absorbance, 30 min; inhibition, % at 10 µM; hit rate 1.4% among 360,000; AID 602449, 2012;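 active = inhibition of 50% or more, scaled per plate between neutral and stimulator controls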;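 note: 0% = DMSO wells given calcium and 100% = 1 mM EGTA wells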
hIAP act: human IAP activators, primary screen, biochemical, luminescence, uHTS; Intestinal-type alkaline phosphatase (Homo sapiens), P09923; hit rate 0.16% among 330,000; activation factor at 10 µM; AID 2524, 2010; purified human IAP, CDP-Star luminescence, 30 min; hits give high values; 1 = vehicle-only enzyme, 0 = enzyme-free background;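 active = activation factor of the enzyme at least 2-fold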; note: the source names both 10 and 20 µM as test concentration; values of inactives mirror those of a sister screen read the other way
GRIN3A LBD mod: binders of NR3A ligand-binding domain, primary screen, biophysical, differential scanning fluorimetry, uHTS; Glutamate receptor ionotropic, NMDA 3A (GRIN3A) ligand-binding domain; NR3A LBD differential scanning fluorimetry, Tm shift; 0% = protein alone, 100% = glycine-bound protein; Tm shift relative to glycine control, % at 25 µM; hit rate 2.5% among 340,000; AID 1259313, 2017;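 active = melting temperature shift of at least 10% of the positive control shift, at one fixed dose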
MIN6 prolif: inducers of MIN6 beta-cell proliferation, primary screen, ATP luminescence, uHTS. MIN6 cells proliferation, ATPlite luminescence, 48 h; cells starved in 0.2% serum; 100% = growth in 10% serum. proliferation, % at 10 µM. hit rate 0.29% among 330,000;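 active = compounds whose signal lies at least 3.5 SD above the mean of all wells on their plate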;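 note: 0% = DMSO-treated cells in low-serum medium and 100% = 10% serum control; some compounds called inactive have numbers as strong as hits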
APOBEC3G inh: APOBEC3G DNA deaminase inhibitors, primary screen, biochemical, fluorescence, single-stranded DNA substrate, uHTS; recombinant A3G, ssDNA deamination FAM/TAMRA fluorescence; inhibition, % at 20 µM; AID 493012, 2011; hit rate 0.28% among 330,000; DNA dC->dU-editing enzyme APOBEC-3G (Homo sapiens), Q9HC16;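 active = inhibition of at least 40% at 20 µM, with no more than 30% in the related APOBEC3A deaminase screen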;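 note: plate controls were DMSO wells with A3G for no effect and wells lacking A3G enzyme for full effect; some compounds called inactive have numbers as strong as hits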
Target sequence (Q9HC16 whole entry, looked up): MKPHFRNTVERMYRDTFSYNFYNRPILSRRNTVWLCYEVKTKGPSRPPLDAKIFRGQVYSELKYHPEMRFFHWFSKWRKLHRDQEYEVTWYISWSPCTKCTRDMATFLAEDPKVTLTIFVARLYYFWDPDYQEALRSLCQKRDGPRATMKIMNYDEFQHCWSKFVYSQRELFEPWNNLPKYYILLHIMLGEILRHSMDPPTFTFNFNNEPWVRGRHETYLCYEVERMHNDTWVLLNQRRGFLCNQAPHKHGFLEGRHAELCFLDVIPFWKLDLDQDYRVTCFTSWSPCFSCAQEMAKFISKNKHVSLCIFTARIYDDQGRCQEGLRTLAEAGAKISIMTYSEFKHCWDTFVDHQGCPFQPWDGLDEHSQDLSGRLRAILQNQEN
hIAP inh: human IAP inhibitors, primary screen, biochemical, luminescence, uHTS; hit rate 0.12% among 330,000; Intestinal-type alkaline phosphatase (Homo sapiens), P09923; purified IAP, CDP-Star luminescence, 30 min; inhibition, % at 10 µM;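 active = inhibition reaching a set limit with compound at 10 µM in the primary screen, cut at about 35% in these data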;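 note: plate controls were DMSO wells with enzyme for no effect and no-enzyme buffer wells for full effect; values of inactives mirror those of a sister screen read the other way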
mIAP inh: inhibitors of mouse IAP, primary screen, biochemical, luminescence, uHTS. intestinal alkaline phosphatase [Mus musculus]. purified mouse IAP, CDP-Star luminescence, 30 min. inhibition, % at 10 µM. hit rate 0.2% among 330,000. AID 2806, 2010;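 active = inhibition of at least 40% at 10 µM in the primary screen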;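 note: plate controls were DMSO with enzyme for no effect and no enzyme wells for full effect; values of inactives mirror those of a sister screen read the other way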
mIAP activ: activators of mouse IAP, primary screen, biochemical, luminescence, uHTS. intestinal alkaline phosphatase [Mus musculus]. AID 2805, 2010. hit rate 0.24% among 330,000. muIAP, CDP-Star luminescence, 30 min; hits give high values; 1 = vehicle-only enzyme signal, 0 = enzyme-free wells. activation factor at 10 µM;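 active = activation factor of at least 2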; note: the source names both 10 and 20 µM as test concentration; values of inactives mirror those of a sister screen read the other way
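System: mouse IAP enzyme. Reagent: CDP-Star chemiluminescent phosphatase substrate. Benchmarks: DMSO wells, no-enzyme wells. Times: 30 min enzyme-substrate-compound incubation at room temperature. Detection: luminescence from enzymatic CDP-Star hydrolysis. Doses: test compounds delivered from DMSO solution.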
APOBEC3A inh: APOBEC3A ssDNA deaminase inhibitors, primary screen, selectivity assay for APOBEC3G inhibitor project, biochemical, FAM/TAMRA oligo cleavage fluorescence; recombinant A3A, FAM/TAMRA ssDNA deamination fluorescence; inhibition, % at 20 µM; hit rate 0.41% among 330,000; AID 493011, 2011;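 active = at least 40% inhibition at 20 µM here, with at most 30% in a related deaminase screen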;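 note: plate controls were A3A with DMSO for no effect and wells lacking A3A enzyme for full effect; some results filed as inactive read as strong as hits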
Target sequence (P31941 whole entry, looked up): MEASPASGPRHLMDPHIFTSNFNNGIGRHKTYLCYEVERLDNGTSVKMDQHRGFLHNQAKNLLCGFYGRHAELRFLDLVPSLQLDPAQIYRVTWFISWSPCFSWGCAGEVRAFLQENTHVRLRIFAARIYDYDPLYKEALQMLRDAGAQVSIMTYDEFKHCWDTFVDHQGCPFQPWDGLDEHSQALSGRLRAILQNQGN
* = called active by the depositor; nt = not tested or not shown; & = joins results of further samples.

Start of the data: the first 5 records, to show the layout:
SMILES	MPTP inh	hIAP act	GRIN3A LBD mod	MIN6 prolif	APOBEC3G inh	hIAP inh	mIAP inh	mIAP activ	APOBEC3A inh
CCOC(=O)Cn1nc(/C=C/c2ccc(C(C)C)cc2)ccc1=O	-1.0	0.91	1	-3	-3	9	0	1	-1
O=C(NCc1ccncc1)c1ccc2nc(Cc3ccccc3F)oc2c1	2.7	1.2	7	-1	12	-15	-11	1.1	3
O=C(Cn1nnc(-c2ccncc2)n1)N(C1CCCCC1)C1CCCCC1	-5.5	0.82	-2	-3	-7	18	5	0.95	-5
CCCCn1c(=O)[nH]c(=O)c2c1nc(-c1ccc(OC)c(Br)c1)n2CC(C)C	0.8	0.93	1	-3	-9	8	10	0.9	-2
CCOc1ccc(Br)cc1S(=O)(=O)Nc1cccc(S(=O)(=O)N(C)c2ccccc2)c1	33	1	12*	-5	-2	-4	2	0.98	1

All compounds of this part, from the start:
SMILES	MPTP inh	hIAP act	GRIN3A LBD mod	MIN6 prolif	APOBEC3G inh	hIAP inh	mIAP inh	mIAP activ	APOBEC3A inh
CCOC(=O)Cn1nc(/C=C/c2ccc(C(C)C)cc2)ccc1=O	-1.0	0.91	1	-3	-3	9	0	1	-1
O=C(NCc1ccncc1)c1ccc2nc(Cc3ccccc3F)oc2c1	2.7	1.2	7	-1	12	-15	-11	1.1	3
O=C(Cn1nnc(-c2ccncc2)n1)N(C1CCCCC1)C1CCCCC1	-5.5	0.82	-2	-3	-7	18	5	0.95	-5
CCCCn1c(=O)[nH]c(=O)c2c1nc(-c1ccc(OC)c(Br)c1)n2CC(C)C	0.8	0.93	1	-3	-9	8	10	0.9	-2
CCOc1ccc(Br)cc1S(=O)(=O)Nc1cccc(S(=O)(=O)N(C)c2ccccc2)c1	33	1	12*	-5	-2	-4	2	0.98	1
O=C1C(Cl)=C(N2CCOCC2)C(=O)N1c1ccccc1Cl	-1.6	0.97	-2	-4	-2	3	-5	1	4
CC1CCN(C(c2nnnn2CCc2ccccc2)C(C)C)CC1 (stereo unspecified)	-4.1	1.1	2	-1	-7	-8	-2	1	0
CCN(CC)c1ccc(/C=N/N2C(=O)c3ccccc3C2=O)c(O)c1	2.5	1	24*	3	-2	-3	-2	1	0
CCOC(=O)/C(C#N)=C1/SC(CC)C(=O)N1c1ccc(Br)cc1 (stereo unspecified)	2.0	1	-5	0	-9	0	5	0.95	2
CCn1c(SCC(=O)N/N=C/c2ccc(C)o2)nnc1-c1ccc(C)cc1	-0.6	1.2	-1	0	-3	-21	12	0.88	-1
CC(=O)O[C@H]1C[C@@]2(C)[C@@H](C[C@@H](O)[C@H]3[C@@]4(C)CC[C@@H](O)[C@@H](C)[C@@H]4CC[C@@]32C)/C1=C(\CCC=C(C)C)C(=O)O	0.3&0.4	1.2&0.92	-5&-2	-8&-4	-5&-6	-17&8	6&6	0.94&0.94	-1&-2
CC(C)c1cc(C(=O)O)c2cnn(C(C)C)c2n1	1.3	0.95	0	-1	-2	5	-3	1	4
COc1ccc(CCNC(=O)CSc2nc(=O)n3cc(C)ccc3n2)cc1OC	1.3	1.1	2	-1	2	-5	-11	1.1	5
CCc1ccc(N=C2NC(=O)CS2)cc1	-0.7	1	1	1	-4	-4	1	0.99	-2
CCOC(=O)c1ccc(NC(=O)CNS(=O)(=O)c2ccccc2)cc1	0.4	0.91	2	1	-5	9	-4	1	-2
Cc1ccc(NC(=O)CCOc2ccccc2)cc1	-1.1	0.79	-1	-3	-6	21	0	1	-2
CCC1=Nc2cc(C(=O)NCc3ccco3)ccc2Sc2ccccc21	-2.5	0.9	-8	-2	-3	10	2	0.98	1
CC1CN(C(=O)COC(=O)c2cc(S(N)(=O)=O)c(Cl)cc2Cl)CC(C)O1 (stereo unspecified)	0.3	0.98	-3	1	-6	2	-7	1.1	0
O=C(COC(=O)Cc1n[nH]c(=O)c2ccccc12)NNC(=O)c1ccc(Br)cc1	-0.7	0.92	0	2	-6	8	10	0.9	-1
COc1cc(C(=O)Oc2ccc(/C=N/NC(=O)c3ccncc3)cc2)cc(OC)c1OC	-0.5	0.95	-6	1	-4	5	2	0.98	-4
CCc1ccn2cc(-c3ccc4c(c3)OCO4)nc2c1	-1.9	1.1	4	-4	-3	-11	-7	1.1	-3
Cc1ccc(C)c(N2CCN(CCCNC(=O)Cn3c(=O)c4cccn4c4cccnc43)CC2)c1	1.9	1.6	0	-4	-5	-58	-1	1	-2
Cc1cc(Br)cc2c1N(C)C(=O)C2(c1ccc(O)cc1)c1ccc(O)cc1	-2.1	0.94	-23	-3	-11	6	1	0.99	-5
Cc1ccccc1NC(=O)CC(=O)Nc1ccccc1C	-1.3	1	-4	-1	-6	-3	-6	1.1	-1
N#Cc1ccc(S(=O)(=O)N2CCN(c3ncccn3)CC2)cc1	-0.5	0.9	1	-1	-10	10	3	0.97	-5
CCOc1ccc(N(CC(=O)N2CCN(c3ccccc3)CC2)S(=O)(=O)c2c(C)noc2C)cc1	0.5	1.1	1	-7	2	-9	-3	1	3
CCOc1ccc(-n2c(=O)c3sccc3n(CC(=O)NCCc3ccc(OC)c(OC)c3)c2=O)cc1	0.6	1.1	-1	-2	-2	-8	1	0.99	1
O=C(COc1ccc(C(=O)c2ccccc2)cc1)NCC(=O)Nc1ccccc1Br	1.8	1	-2	-2	-6	-2	5	0.95	1
COCCSc1nnc(NC(=O)Cc2ccc(OC)c(OC)c2)s1	-1.3	0.96	2	3	4	4	1	0.99	1
COc1ccc(N2CCN(C(=O)c3ccc4c(c3)NC(=O)C(CSCc3ccc(C)cc3)N4)CC2)cc1 (stereo unspecified)	nt	1.1	nt	-7	41	-6	21	0.79	45
CCOC(=O)C1C(c2cccc(F)c2)NC(=S)NC1(O)C(F)(F)F (stereo unspecified)	1.6	1.4	-8	-1	-2	-40	-4	1	-3
O=C(O)c1ccccc1CSc1nc2ccccc2[nH]1	0.1	0.83	-1	-3	10	17	-4	1	1
CCN(CC)CCNc1ccc(CO)c2sc3ccccc3c(=O)c12	60*	0.83	-1	-8	0	17	18	0.82	12
CCCc1ccc2oc(C(=O)NCCCN3CCOCC3)c(C)c2c1	1.5	0.97	-2	1	-3	2	2	0.98	1
COc1ccc(NC(=O)CN2C(=O)NC(c3ccccc3)(c3ccccc3)C2=O)cc1OC	-1.9	1	-5	-4	-9	-3	7	0.93	-4
C/C=C(/C)C(=O)OC1Cc2c(ccc3ccc(=O)oc23)OC1(C)C (stereo unspecified)	0.0	0.86	-2	0	-11	14	2	0.98	-4
COCCn1c(COc2ccc(C)cc2)nc2ccccc21	-0.1	1	-2	-1	-7	-4	2	0.98	-4
COc1cc(C)c(CN2CCC(Cc3ccccc3)CC2)cc1C	1.1	1.2	-1	-4	-5	-17	-15	1.2	-4
Cc1ccc(-c2nnc(SCC(=O)O)n2N)cc1	0.7	0.89	2	2	-4	11	2	0.98	0
CCOC(=O)c1c(NC(=O)CC2SC(N)=NC2=O)sc2c1CCCC2 (stereo unspecified)	0.5	1.3	-14	1	-1	-29	5	0.95	5

Record cards (already shown):
COc1ccc(N2CCN(C(=O)c3ccc4c(c3)NC(=O)C(CSCc3ccc(C)cc3)N4)CC2)cc1 (stereo unspecified) across the screens: MPTP inh: nt; hIAP act: 1.1; GRIN3A LBD mod: nt; MIN6 prolif: -7; APOBEC3G inh: 41; hIAP inh: -6; mIAP inh: 21; mIAP activ: 0.79; APOBEC3A inh: 45
N#Cc1ccc(S(=O)(=O)N2CCN(c3ncccn3)CC2)cc1 across the screens: MPTP inh: -0.5; hIAP act: 0.9; GRIN3A LBD mod: 1; MIN6 prolif: -1; APOBEC3G inh: -10; hIAP inh: 10; mIAP inh: 3; mIAP activ: 0.97; APOBEC3A inh: -5

More structures follow.
SMILES	MPTP inh	hIAP act	GRIN3A LBD mod	MIN6 prolif	APOBEC3G inh	hIAP inh	mIAP inh	mIAP activ	APOBEC3A inh
N=C1/C(=C/c2ccc(-c3cccc(C(=O)O)c3)o2)C(=O)N=C2SC(CC(=O)N3CCOCC3)=NN12	-0.6	1.1	-1	-2	55	-11	21	0.79	84
Cc1ccccc1C(=O)Nc1cccc(C(=O)N/N=C/c2ccccn2)c1	-0.8	1.1	-2	-1	-3	-14	5	0.95	0
CCOC(=O)Cn1cc(-c2ccccc2)nn1	-0.3	1.1	4	0	-6	-9	6	0.94	0
C=CCn1c(SCC(=O)Nc2sccc2C(N)=O)nc2ccc(Cl)cc2c1=O	1.3	0.93	1	-3	0	7	13	0.87	4
Cc1[nH]c2ccccc2c1C(=O)CN1C(=O)NC2(CCCCCC2)C1=O	-1.0	1	3	-1	-2	-2	8	0.92	2
Cc1cccc(-c2noc(-c3cc4ccccc4oc3=O)n2)c1	2.4	1	0	-3	-4	-1	9	0.91	-2
CCC(=O)Nc1cccc(C2=NOC3(C2)C[C@@H](C(N)=O)N(C(=O)c2cc([N+](=O)[O-])cc([N+](=O)[O-])c2C)C3)c1 (stereo partly specified)	-0.1	1.1	3	-3	6	-10	-3	1	1
CCOC(=O)C1CCN(C(=O)CCS(=O)(=O)c2ccc3c(c2)CCN3C(=O)CC)CC1	-0.1	0.84	0	-1	3	16	7	0.93	-2
O=C(/C=C/c1ccccc1)N/C(=C/c1ccccc1)C(=O)N1CCOCC1	-3.5	0.93	-1	0	3	7	-3	1	2
COC(=O)COc1nsnc1N1CCOCC1	-1.2	0.92	-2	0	-4	8	5	0.95	-2
COc1ccc(NC(=O)CSc2nnc(CNC(=O)c3cccs3)o2)c(OC)c1	-0.8	1.1	-2	2	-5	-6	4	0.96	2
Cc1cc(C)cc(N(CC(=O)NC2CCCC2)C(=O)CCC(=O)Nc2nc(C)cs2)c1	-0.8	0.94	-1	-4	-11	6	-7	1.1	1
COc1ccccc1NS(=O)(=O)c1cccc(C(=O)NCc2ccccn2)c1	0.0	1.3	-3	-3	-6	-30	-6	1.1	-1
c1csc(-c2cn3c(n2)SCC3)c1	-1.4	0.93	-1	0	-4	7	10	0.9	-5
COc1ccc(CNC(=O)c2ccc(N3CCOCC3)c([N+](=O)[O-])c2)cc1	-0.6	1.2	2	-1	-7	-16	2	0.97	-3
Cc1ccc(C(=O)N2CCC3(CC2)Oc2ccc(Cl)cc2C(=O)C32CC(c3cccnc3)=NO2)s1 (stereo unspecified)	0.0	1	-5	-2	-1	-3	7	0.93	1

Source: PubChem BioAssay (Sanford-Burnham Center for Chemical Genomics)
